# 3CLpro inhibitor = SARS-CoV 3CLpro protease inhibition | P0C6X7 | recombinant SARS-CoV 3CLpro, quenched FRET peptide cleavage | inhibition, % at 6 µM | hit rate 0.14% among 290,000 | AID 1706; in the data active means inhibition above about 12%
# VHR inh abs = blocks human VHR1 dual specificity phosphatase. recombinant VHR phosphatase, pNPP absorbance. inhibition, % at 13.3 µM. hit rate 0.52% among 290,000. AID 1654; in the data active means inhibition above about 50%; further: some compounds called inactive have numbers as strong as hits
# Rv3671c protease = inhibits the M. tuberculosis serine protease Rv3671c. P9WHR9. inhibition, % at 5.96 µM. hit rate 0.048% among 320,000; in the data active means inhibition above about 38%;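 further: extracellular domain of Rv3671c used as enzyme; 0% = enzyme with DMSO and 100% = no enzyme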
# SSB-PriA inh = K. pneumoniae PriA-SSBct interaction inhibition. AlphaScreen SSBct-PriA binding, biotinylated peptide. hit rate 0.6% among 430,000. inhibition, % at 33 µM; in the data active means inhibition mostly above about 37%, no sharp cut-off; inactive means mostly below about 20%;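 further: plate controls were negative control peptide for no effect and reference peptide for full effect; strong numbers were not always called active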
# MazF activator = increases E. coli MazEF RNase cleavage of RNA; P0AE70; FAM/BHQ RNA-DNA oligo cleavage fluorescence, 5 h; activation, % at 20 µM; hit rate 0.32% among 350,000; in the data active means activation above about 50%
# Target sequence (P0AE70 whole entry, looked up): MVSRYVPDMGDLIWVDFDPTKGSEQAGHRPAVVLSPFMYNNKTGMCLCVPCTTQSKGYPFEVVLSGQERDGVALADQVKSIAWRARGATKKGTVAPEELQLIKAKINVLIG
# PrPC TRFRET = cell surface PrPC inhibition, primary TR-FRET screen; P04156; TR-FRET read-out; inhibition, % at 13.8 µM; hit rate 0.43% among 370,000; in the data active means inhibition above about 24%; further: 0% = median of the test wells and 100% = reference compound wells
# CCHFV vOTU inh = blocks the CCHF virus ovarian tumor domain protease. inhibition, % at 11.5 µM. CCHFV vOTU protease, Pep-AMC fluorescence. hit rate 0.55% among 370,000. AID 651958; in the data active means inhibition above about 30%; further: 0% = vehicle wells with enzyme and 100% = no enzyme wells
# BoNT A protease = blocks Botulinum neurotoxin A light chain protease; multiplex microsphere protease substrate cleavage, flow cytometry; hit rate 0.17% among 360,000; inhibition, % at 10 µM; further: plate controls were buffer without enzyme for full effect and enzyme alone for no effect
# Anthrax LF inh2 = anthrax lethal factor protease inhibition. P15917. multiplex microsphere protease cleavage assay, LF. inhibition, % at 10 µM. hit rate 0.12% among 360,000. AID 588501; further: plate controls were buffer without enzyme for full effect and enzyme alone for no effect
# Target sequence (P15917 whole entry, looked up): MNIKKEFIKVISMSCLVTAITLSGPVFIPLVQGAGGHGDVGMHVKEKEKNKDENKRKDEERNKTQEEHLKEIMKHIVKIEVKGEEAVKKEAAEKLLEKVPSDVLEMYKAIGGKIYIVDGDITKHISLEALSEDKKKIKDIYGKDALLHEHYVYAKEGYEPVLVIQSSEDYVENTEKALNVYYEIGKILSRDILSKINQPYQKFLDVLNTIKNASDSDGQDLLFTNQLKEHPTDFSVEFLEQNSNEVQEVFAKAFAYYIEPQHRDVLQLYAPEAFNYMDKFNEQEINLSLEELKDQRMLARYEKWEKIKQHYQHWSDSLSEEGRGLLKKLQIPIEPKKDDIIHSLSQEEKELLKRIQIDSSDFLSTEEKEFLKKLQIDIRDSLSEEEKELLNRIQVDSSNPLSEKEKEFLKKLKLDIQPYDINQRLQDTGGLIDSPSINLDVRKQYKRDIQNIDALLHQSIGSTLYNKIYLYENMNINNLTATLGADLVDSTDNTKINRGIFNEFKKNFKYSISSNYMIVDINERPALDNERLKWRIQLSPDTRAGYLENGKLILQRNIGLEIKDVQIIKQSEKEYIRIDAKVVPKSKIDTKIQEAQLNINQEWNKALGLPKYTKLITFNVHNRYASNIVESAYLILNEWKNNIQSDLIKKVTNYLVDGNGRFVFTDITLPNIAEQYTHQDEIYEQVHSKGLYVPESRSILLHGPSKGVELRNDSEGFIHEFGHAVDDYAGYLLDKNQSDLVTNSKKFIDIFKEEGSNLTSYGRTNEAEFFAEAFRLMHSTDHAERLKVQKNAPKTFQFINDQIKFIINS
# BoNT-F LC inh = BoNT F light chain protease inhibition | Multiplex microsphere protease cleavage assay, flow cytometry | inhibition, % at 10 µM | hit rate 0.22% among 360,000 | AID 588497; in the data active means inhibition above about 35%, passing the limit was not always enough; further: plate controls were buffer without enzyme for full effect and enzyme alone for no effect
# * hit, by the source's call; . = not tested or not shown; & = joins results of further samples. Unless noted, no stated cut-off is given here; in the data, active means inhibition above about 30%; inconclusive means no clear call, values can overlap the other calls; inactive means below that. A portion of the library. The share of hits here may be higher or lower than overall.
SMILES,3CLpro inhibitor,VHR inh abs,Rv3671c protease,SSB-PriA inh,MazF activator,PrPC TRFRET,CCHFV vOTU inh,BoNT A protease,Anthrax LF inh2,BoNT-F LC inh
COc1ccc(C)cc1NC(=S)NN1CCN(C)CC1,1,5,4,-1,7,-6,-11,-3.0,-4,-15
Nc1nc(=S)ss1,.,.,.,12&-4,1,5,2,-0.2,-8,6
Cc1ccc(NC(=S)NC2CC3CCC(C2)N3Cc2ccco2)c(C)c1 (configuration not stated),-3,-8,-5,-6,0,-3,-10,-0.7,-2,-11
CN(C)c1ccc(/C=N/NC(=O)C2COc3ccccc3O2)o1 (configuration not stated),-1,-2,4,.,-7,-2,-4,-0.1,-3,-3
Cc1cccc(C(=O)NCC(=O)OCc2cc(=O)n3ccsc3n2)c1,.,.,6,-4,4,5,-1,.,.,.
Cc1n[nH]c(C)c1S(=O)(=O)N1CCOCC1,1,7,2,1&2,6,10,6,-0.3,-1,-6
COc1ccc2ccc(OCC(=O)Nc3cc(C)on3)cc2c1,.,.,-3,-9,-27,4,-8,0.7,4,3
CC(C)c1ccc(NC(=O)Nc2nnc([C@H]3C[C@H](O)[C@@H](CO)O3)s2)cc1,.,.,.,.,.,7,1,0.2,1,-1
O=C(OCc1ccccc1)N1CCCCC1c1c(Cl)cccc1Br (configuration not stated),.,.,.,.,.,4,10,-0.6,-3,-8
O=C(c1cccc(S(=O)(=O)N2CCOCC2)c1)N1CCCc2ccccc21,-1,9,1,-16&7,3,5,0,1.4,-1,4

# Quoted from the listing.
# In Anthrax LF inh2, CC(C)c1ccc(NC(=O)Nc2nnc([C@H]3C[C@H](O)[C@@H](CO)O3)s2)cc1 is entered as 1
# In MazF activator, COc1ccc(C)cc1NC(=S)NN1CCN(C)CC1 is entered as 7
# In VHR inh abs, O=C(c1cccc(S(=O)(=O)N2CCOCC2)c1)N1CCCc2ccccc21 is entered as 9
# In BoNT-F LC inh, Nc1nc(=S)ss1 is entered as 6
# In VHR inh abs, CN(C)c1ccc(/C=N/NC(=O)C2COc3ccccc3O2)o1 (configuration not stated) is entered as -2
# In Anthrax LF inh2, COc1ccc2ccc(OCC(=O)Nc3cc(C)on3)cc2c1 is entered as 4

# Continuation.
SMILES,3CLpro inhibitor,VHR inh abs,Rv3671c protease,SSB-PriA inh,MazF activator,PrPC TRFRET,CCHFV vOTU inh,BoNT A protease,Anthrax LF inh2,BoNT-F LC inh
CC[C@]12c3[nH]c4cc(CCC(=O)N(C)C)ccc4c3CCN1C(=O)[C@@H](CC(=O)NCCN1CCOCC1)C[C@@H]2C(=O)N1CCN(C(=O)c2ccco2)CC1,.,.,.,-8,5,-1,0,0.2,-2,2
Cc1ccc(CCC(=O)Nc2ccccc2C(=O)O)o1,-5,-7,-4,-8&-6&0,1,7,4,-0.1,-3,-2
O=C(NCC(c1ccco1)N1CCCC1)c1cc(=O)[nH]c2ccccc12 (configuration not stated),.,.,0,-4,8,0,-10,1.5,5,4
CCCCC(NC(=O)c1ccccc1)C(=O)OCC(=O)N1c2ccccc2Sc2ccccc21 (configuration not stated),2,6,-16,-5,3,-7,11,-1.1,-4,-7
COc1ccccc1C(c1nnnn1C(C)(C)C)N1CCCc2ccccc21 (configuration not stated),-3,13,3,13,2,6,13,0.0,0,1
S=c1[nH]nc([C@@H]2C[C@H]2c2ccccc2)n1-c1ccccc1Cl,3,9,2,1,-7,-8,-3,2.6,2,23
COc1ccc2nc(SCC(=O)Nc3ccc(S(=O)(=O)Nc4onc(C)c4C)cc3)[nH]c2c1,4,9,-3,1,-4,2,1,0.1,-1,-4
O=S(=O)(NCc1ccccn1)c1ccccn1,-4,-3,5,-6,6,-1,-3,0.1,-1,1
O=C(NCc1cccc(Br)c1)C1CC(c2ccccc2C(F)(F)F)=NO1 (configuration not stated),.,34,-11,-10,-2,7,3,-0.3,-3,-6
Cc1ccccc1N1CC(C(=O)Nc2nnc(SCC(=O)Nc3nccs3)s2)CC1=O (configuration not stated),-2,-8,-23,4,-3,-5,-2,1.0,3,-2
Nc1cc(-c2ccc(Br)cc2)nn1Cc1ccccc1,12,3,.,13,-1,2,-1,-0.9,-3,0
Cc1ccc(Nc2nc(N)nc(CN3CCN(Cc4ccc5c(c4)OCO5)CC3)n2)cc1,0,8,0,-7,7,1,-4,-0.5,-2,-12
CC(C)C1N(S(=O)(=O)c2ccccc2)CCN1S(=O)(=O)c1ccccc1,-3,-8,7,-14,-5,8,-2,0.4,9,4
COc1ccc(-n2cc(C(=O)Nc3cc([N+](=O)[O-])ccc3OC)c3ccccc3c2=O)cc1,2,7,3,-7,6,5,-5,0.0,0,0
Nc1ccccc1-c1nnc(SCc2ccccc2F)[nH]c1=O,-2,26,-1,-9,0,-2,2,0.0,-3,-5
O=C(CN(Cc1ccccc1)C(=O)CNS(=O)(=O)c1ccc(F)cc1)NCc1ccco1,-4,-26,0,5,-8,-3,14,-3.5,-9,-18
NC1=NC(c2ccc(Cl)cc2)C(C(=O)c2ccccc2)N1 (configuration not stated),-2,21,-2,-7,3,-3,2,-6.7,0,-10
O=C1CCC(=O)N1c1ccccc1-c1ccccc1,10,14,6,1,2,1,-1,-0.7,-5,-2
CCOC(=O)N1CCN(S(=O)(=O)c2ccc3c(c2)SCC(=O)N3)CC1,-6,21,-2,1,0,0,5,0.5,-1,-1
COc1ccc(-c2n[nH]c3c2CN(C(=O)c2ccccc2)CC3)cc1,-2,7,-11,9,8,7,8,0.3,-2,0
Cc1ccc(C(=O)COc2cccc(NC(=O)c3ccco3)c2)cc1,-5,-9,-9,-10,-9,0,15,2.5,1,45*
Cc1cc(OCC(=O)N2CCC(O)CC2)c2c(C)cc(=O)oc2c1,2,-2,10,-4,1,.,.,1.1,-2,-4
O=C(OCCN1C(=O)c2ccccc2C1=O)[C@@H]1CC(O)CN1S(=O)(=O)c1ccccc1[N+](=O)[O-] (some centres not stated),.,.,3,-2,4,3,1,.,.,.
CCOC(=O)c1cnc2c(c(C)nn2C)c1Oc1ccc(Cl)cc1,2,3,-2,-29,-8,15,7,1.2,1,8
O=c1c(O)c(-c2ccccc2)oc2cc(O)ccc12,.,.,.,.,.,-11,-1,8.6,3,5
Cc1ccc(Nc2nnc(SCC(=O)Nc3ncc(S(=O)(=O)c4ccc([N+](=O)[O-])cc4)s3)s2)cc1,1,2,-5,-7,-4,-2,12,0.1,-1,6
Cc1cc(OCC(=O)N2CCC(C(=O)NCC(C)C)CC2)c2c3c(c(=O)oc2c1)CCCC3,-2,-2,-2,-3,4,4,0,-0.1,-2,1
O=C1COc2ccc(S(=O)(=O)CCC(=O)N3CCN(c4cccc(C(F)(F)F)c4)CC3)cc2N1,0,10,4,-14,-4,6,11,0.6,1,7
COc1ccc(N2CCN(S(=O)(=O)CCNC(=O)COc3ccccc3)CC2)cc1,.,.,-6,8,-6,3,7,.,.,.
COC(=O)c1c(NC(=O)c2cccc([N+](=O)[O-])c2)sc(C(N)=O)c1C,0,22,3,-9,22,8,11,-0.6,1,-4
COc1ccc(-c2ncccc2OC(=O)C23CC4CC(CC(C4)C2)C3)cc1OC,-3,9,-7,9,-13,-1,-33,1.5,-6,4
N/C(=N\OC(=O)c1ccc(F)cc1)c1cccc([N+](=O)[O-])c1,0,1,1,.,7,-2,13,-2.4,3,-22
O=C(COc1ncnc2ccccc12)Nc1cc([N+](=O)[O-])ccc1F,1,-5,2,-16,5,-16,-9,0.5,-2,2
O=C(CN1C(=O)NC2(CCCC2)C1=O)Nc1cccc(-c2nnc3n2CCCCC3)c1,5,10,1,-6,-3,-5,3,0.2,-1,4
O=S(=O)(c1cc(F)ccc1F)N1CCN(C2CCCCC2)CC1,2,17,0,0,0,3,-11,0.7,2,6
Cc1cc(C)cc(N(C(=O)c2ccc(Br)o2)C2C=CS(=O)(=O)C2)c1 (configuration not stated),-3,22,-4,-13&-12,-8,10,19,-0.3,0,-1
COc1ccccc1CN1CC(C(=O)NCCN(C)CCc2ccccc2)CCC1=O (configuration not stated),5,42,4,-14,2,-10,-2,-0.4,2,0
Cc1ccc(OCCN2C(=O)c3ccccc3C2=O)c(C)c1,-4,10,-2,-23,2,-3,9,-0.6,-2,-9
Cc1cc(C)c(S(=O)(=O)c2c(C)cccc2C)c(OCC(C)C)n1,1,11,0,-38,-5,-1,17,-0.5,0,-2
Cc1cc(Br)ccc1NC(=S)NC1CCCC1,-3,10,3,-7,2,8,14,-1.2,-2,4
O=C(c1ccc(S(=O)(=O)Nc2ccccc2)cc1)N1CCCC1,.,.,5,-19,2,10,4,1.6,-1,-3
CC1(C)c2[nH]c3ccccc3c2C[C@@H]2C(=O)N(Cc3ccccc3F)C(=O)N21,.,.,-11,14,-2,3,7,0.6,-14,2
O=C(Nc1ccc(Oc2cccnc2)cc1)C1CCN(Cc2ccccc2)CC1,-2,22,-4,6,1,-2,-9,0.4,-2,2
COC(=O)c1ccc(Cn2nc(-c3ccc(C)c(C)c3)ccc2=O)cc1,1,10,-18,-8,-1,5,0,0.7,22,12
CCOC(=O)Cc1csc(SCC(=O)NC2CCCC(C)C2C)n1 (configuration not stated),6,18,-1,-13,0,0,-13,-0.3,-1,0
COc1ccc(CNC(=O)C(C)N2CCN(S(=O)(=O)c3ccccc3F)CC2)cc1 (configuration not stated),.,.,5,-15,2,-2,8,-1.2,2,0
O=C(COC(=O)CSc1ccc([N+](=O)[O-])cc1)NCCc1ccccc1,.,.,1,-7,5,-16,4,-1.9,-4,-1
CCCC1(C(=O)OCC)NC(c2ccc(O)cc2)C2C(=O)N(c3ccc4c(c3)OCCO4)C(=O)C21 (configuration not stated),6,-7,0,-7,5,0,-17,-0.9,0,-5
CC1(C(=O)O)CCCN1C(=O)c1cccc(OC(F)(F)F)c1 (configuration not stated),.,.,.,.,.,-6,4,0.2,-6,0
CCCOc1ccc([N+](=O)[O-])c(N)c1,-3,0,0,-3,0,-9,-7,-0.8,-2,-1
# (cont.)
SMILES,3CLpro inhibitor,VHR inh abs,Rv3671c protease,SSB-PriA inh,MazF activator,PrPC TRFRET,CCHFV vOTU inh,BoNT A protease,Anthrax LF inh2,BoNT-F LC inh
Cc1ccc(C(=O)NNC(=O)c2ccncc2)cc1S(=O)(=O)N1CCOCC1,.,.,2,-10,4,3,5,-0.5,-2,-10
COCCNC(=O)Cn1nc(-c2ccc(C)cc2)c2ccccc2c1=O,-5,61,-3,-7,-1,5,-14,-3.0,0,5
O=C1OCCN1N=Cc1ccco1,.,.,.,-1,-4,3,1,0.8,-6,-23
CCOc1ccc(Nc2nc(N)nc(CSC(=S)N3CCOCC3)n2)cc1,4,35,-5,4,-6,5,1,-0.5,-9,-11
O=C(COc1ncnc2ccccc12)N1CCN(C(=O)c2ccco2)CC1,4,15,4,2,4,-1,-1,-0.3,-7,-5
CCN(CC)S(=O)(=O)c1cc(C(=O)Oc2cccc(-c3cnc4ccccc4n3)c2)ccc1Br,0,-2,-4,-3,-12,3,-9,0.3,-3,3
CCOC(=O)c1ccc(NC(=O)C2CC(=O)N=C(N)S2)cc1 (configuration not stated),3,10,-10,.,-4,5,7,-0.2,-2,0
CCCCCOc1ccc(NS(C)(=O)=O)cc1,-8,27,6,-12,2,0,4,0.2,-1,-5
CCN(CC)c1ccc([N+](=O)[O-])cc1C(=O)O,0,13,-2,2,0,-16,14,0.2,-1,2
Cc1ccc(NC(=O)CSc2ncnc3ccccc23)cc1S(=O)(=O)N1CCCCCC1,-1,-12,-28,-12,-6,67*,12,1.0,0,0
COc1cc(C#N)c(NC(=O)CN2CCC(C(N)=O)CC2)cc1OC,-9,16,3,-13,2,-5,0,-2.3,3,-10

# Some entries already given, showing only Anthrax LF inh2.
SMILES | Anthrax LF inh2
Cc1ccc(C(=O)NNC(=O)c2ccncc2)cc1S(=O)(=O)N1CCOCC1 | -2
COc1cc(C#N)c(NC(=O)CN2CCC(C(N)=O)CC2)cc1OC | 3

# Assay outcomes deposited in PubChem BioAssay by several laboratories.
